Compound activity from PubChem BioAssay.
Bcl-B TR3 displacers: displacers of TR3 peptide from Bcl-B, primary screen, selectivity assay for Bfl-1 inhibitor project, biochemical, fluorescence polarization; FP displacement of FITC-TR3 peptide from Bcl-B; higher % means a stronger effect; displacement, % at 20 µM, or IC50 in µM where a hit was titrated; hit rate 0.11% among 96,000; AID 748;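 active = displacement above 50% at 20 µM plus a fluorescence interference ratio under 1.5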;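 note: plate controls were wells without compound for no effect and wells lacking Bcl-B protein for full effect; a part of the inactive calls stands beside numbers as strong as those of hits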
PLAP inhibition: PLAP enzyme inhibitors, biochemical, luminescence, HTS (AID 690); purified PLAP, luminescent substrate; higher % means a stronger effect; inhibition, % at 20 µM, or IC50 in µM where a hit was titrated; hit rate 0.08% among 96,000; in the data active = a potency from the dose series; inactive = the rest, 99 in 100 with inhibition below about 30%; note: strong numbers were not always called active
MRP resist rev: reverses drug resistance mediated by MRP | hit rate 0.04% among 85,000 | AID 602 | differential viability (reversal), % at 10 µM | H69AR cells + 2 uM doxorubicin, CellTiter-Glo, 72 h;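 active = viability drop by adding the cancer drug above about 55%, with treated viability meeting a 40% cutoff, limit read from the data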;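 note: viability without doxorubicin minus viability with 2 µM doxorubicin for each compound; larger differential means the compound sensitizes cells more to doxorubicin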
IL1B NFkB inh: blocks IL-1B driven NFkB nuclear translocation in HUVEC cells; hit rate 0.43% among 94,000; HUVEC IL-1B NFkB p65 nuclear translocation imaging; inhibition, % at 2 µM;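 active = inhibition above about 30% together with a positive call from visual inspection of the well image, limit read from the data; inconclusive = inhibition above a set limit but visual check negative; inactive = inhibition not above a set limit, visual check negative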;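 note: nuclear over cytoplasmic p65 intensity ratio measured by imaging; 0% = IL-1B stimulated DMSO wells and 100% = unstimulated DMSO wells; values of inactives mirror those of a sister screen read the other way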
IL1B NFkB pot: enhances IL-1B driven NFkB nuclear translocation; HUVEC IL-1B NFkB p65 nuclear translocation imaging; AID 819; activation, % at 2 µM; hit rate 0.3% among 94,000;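 active = activation above 40%, about the mean plus 3 SD, also judged a hit on visual image review; inconclusive = activation above 40% but not a hit on visual review; inactive = activation not above 40% and no visual hit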;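 note: percent activation is computed from the nuclear over cytoplasmic p65 intensity ratio; values of inactives mirror those of a sister screen read the other way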
MRP resist rev cytotoxicity: also measured in MRP resist rev; calls as there; viability, %; H69AR cells, CellTiter-Glo, 72 h; measured here: cytotoxicity without doxorubicin
MRP resist rev with doxorubicin: second read-out of MRP resist rev, no call of its own (marks repeat the call); viability, %; measured here: viability with 2 uM doxorubicin; hits give low values
IL1B NFkB inh cell count 2 µM: further read-out of IL1B NFkB inh, marked with its call; cell count; measured here: cells passing quality filter;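 raw number of nuclei counted in each imaged well without normalization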
IL1B NFkB pot cell count 2 µM: second read-out of IL1B NFkB pot, no call of its own (marks repeat the call); cell count; measured here: cells passing quality filter
Starred values were filed as active, the others as inactive; ? = inconclusive; / = no result given.

SMILES	Bcl-B TR3 displacers	PLAP inhibition	MRP resist rev	MRP resist rev cytotoxicity	MRP resist rev with doxorubicin	IL1B NFkB inh	IL1B NFkB inh cell count 2 µM	IL1B NFkB pot	IL1B NFkB pot cell count 2 µM
CN1CC=C2C(C#N)=C(N)C(C#N)(C#N)C(c3ccsc3)C2C1 (stereo not given)	28.2%	1.4%	16.7	60.1	43.4	-9.7	159	9.7	159
Cc1nn(S(=O)(=O)c2ccccc2)c(C)c1Sc1ccc([N+](=O)[O-])cc1	0.6%	-4.3%	/	/	/	-13.7	170	13.7	170
O=C(O)CNS(=O)(=O)c1ccc(-c2ccccc2)cc1	-4.7%	-56.8%	/	/	/	24.1	137	-24.1	137
Cc1nc(SCc2c(F)cccc2Cl)n[nH]1	5.4%	-78.8%	-0.2	84.9	85.2	-11.2	147	11.2	147
O=C(CCNC(=O)Cn1ccc2ccccc2c1=O)NCCN1CCc2ccccc2C1	-3.8%	-30.0%	-21.8	71.5	93.3	12.2	179	-12.2	179
Oc1ccccc1N=Nc1nc(-c2ccccc2)c(-c2ccccc2)[nH]1	-46.3%	-45.0%	/	/	/	1.3	141	-1.3	141
Cn1cc(Cl)c(C(=O)NC2CCCC2)n1	-2.5%	5.0%	8.7	96.0	87.3	0.9	58	-0.9	58
CC1CC(C)CN(CCCNC(=O)CC2Oc3ccccc3NC2=O)C1 (stereo not given)	4.1%	1.3%	8.8	94.8	86.0	2.9	173	-2.9	173
COC(=O)C(C)Sc1nnc(Cc2cc(=O)[nH]c(=O)[nH]2)n1-c1ccc(OC)cc1 (stereo not given)	6.1%	-30.5%	11.6	98.3	86.8	-14.9	148	14.9	148
Cn1c(=O)n(CCCOc2ccc(Cl)cc2)c2ccccc21	-0.5%	-45.2%	23.4	98.0	74.6	-6.4	149	6.4	149
Cc1ccc(CCNC(=O)c2nnn(-c3cc(C)cc(C)c3)c2N)cc1	-4.2%	-10.4%	-2.9	59.1	62.0	-5.5	125	5.5	125
COc1ccc(S(=O)(=O)N2CCC(C(=O)NCc3ccccn3)CC2)cc1Cl	-14.1%	-54.5%	15.7	104.4	88.7	2.2	107	-2.2	107
O=C(CN(C(=O)CCC(=O)Nc1nccs1)c1ccc2c(c1)OCCO2)NCc1ccco1	-3.8%	0.0%	15.9	92.0	76.1	/	/	/	/
CN(C)c1cccc(C(=O)OCC(=O)NCC2CCCO2)c1 (stereo not given)	7.1%	-58.5%	14.8	104.7	89.9	-51.1	129	?	/
COc1cc(CNC2CCCC2)cc(Cl)c1OCc1ccc(F)cc1	-2.2%	-57.0%	/	/	/	8.0	152	-8.0	152
Cc1ccc(N2CC(c3nc4ccccc4n3C)CC2=O)cc1C (stereo not given)	0.2%	-24.1%	11.6	97.3	85.7	8.5	169	-8.5	169
CN1CCN(Cc2c(O)ccc3c(=O)c(Oc4ccccc4Cl)c(C(F)(F)F)oc23)CC1	-0.6%	-39.0%	7.1	80.5	73.3	10.5	182	-10.5	182
COc1ccc(NC(=O)c2cccc(-n3cnnn3)c2)cc1	-0.4%	13.4%	-0.4	98.0	98.4	2.0	208	-2.0	208
CCn1cc(C(=O)N2CCc3ccccc32)c(=O)c2cc(S(=O)(=O)N3CCCCCC3)ccc21	-34.0%	-45.7%	-1.4	80.3	81.7	-14.1	162	14.1	162
Cc1c(NS(=O)(=O)c2ccccc2)cc(Cl)c(O)c1C	-1.1%	-16.4%	-15.2	65.2	80.4	-15.0	165	15.0	165
CCN(CC)c1ccc(C(=O)OCC(=O)N2CCN(c3ccccc3)CC2)cc1	9.4%	1.5%	-9.0	81.5	90.5	-1.1	83	1.1	83
COc1ccc(S(=O)(=O)Nc2ccc3oc(C)c(C(C)=O)c3c2)cc1	-1.6%	-28.7%	-25.3	18.7	44.0	6.1	144	-6.1	144
CN(C)c1nc(NCc2ccccc2)nc(N/N=C/c2ccc(Cl)cc2Cl)n1	6.1%	-7.6%	/	/	/	5.8	147	-5.8	147
CCc1cc([N+](=O)[O-])cc(CC)c1N	-9.4%	23.8%	/	/	/	2.7	176	-2.7	176
Cc1cccc(/C=N\NC(=O)c2sccc2-n2cccc2)c1	-5.9%	14.9%	/	/	/	-18.9	183	18.9	183
Cc1cccc(C)c1NC(=O)CSc1nc(-c2ccco2)cc(C(F)(F)F)n1	/	/	-21.6	30.2	51.8	-31.2	116	31.2	116
C=CCOC(=O)Nc1c(C(=O)OC)[nH]c2ccccc12	0.9%	20.9%	2.2	80.2	78.0	-4.3	201	4.3	201
Cc1nn(Cc2ccc(Cl)cc2Cl)c(C)c1NC(=O)CCl	/	/	-0.4	1.6	2.0	7.8	85	-7.8	85
COc1ccc(S(=O)(=O)Nc2ccc(Oc3ncccn3)c(Cl)c2)cc1	-0.2%	-29.9%	-4.8	91.3	96.1	12.3	176	-12.3	176
Cc1cc(C(C)(C)C)oc1C(=O)N(CC(=O)NC1CCCC1)c1cccc(C(F)(F)F)c1	1.2%	-45.1%	/	/	/	-2.9	148	2.9	148
CCCCCCC1C(C#N)=C(N)OC2=C1C(=O)CCC2 (stereo not given)	-2.2%	-19.9%	1.2	90.8	89.5	1.1	167	-1.1	167
CC#CCN(CC#CC)S(=O)(=O)c1ccc(-n2cnnn2)c(OC)c1	1.9%	4.7%	7.1	86.4	79.4	11.5	155	-11.5	155
COc1ccc(C(=O)Nc2ccc(S(=O)(=O)N3CCCCC3C)cc2)c(OC)c1OC (stereo not given)	-15.6%	1.5%	/	/	/	-31.2	121	31.2	121
Cc1ccc2cccc(S(=O)(=O)n3nc(C)cc3C)c2n1	-10.9%	8.5%	9.7	82.6	72.9	-8.4	175	8.4	175
CN(CCOC(=O)c1cccc(Br)c1)C(C)(C)C	-1.1%	-34.3%	5.3	94.2	88.9	15.7	147	-15.7	147
O=C(Nc1nnc(SCc2ccc(Cl)cc2)s1)c1ccco1	-27.8%	2.0%	1.7	91.2	89.5	-7.0	112	7.0	112
O=[N+]([O-])c1ccc(Cl)c(/C=N/Nc2nc(N3CCOCC3)nc(N3CCOCC3)n2)c1	-12.5%	-20.6%	/	/	/	-0.3	160	0.3	160
Cc1ccc(-c2noc(CSc3ccccc3)n2)cc1	-0.4%	3.0%	20.5	100.0	79.5	-18.4	89	18.4	89
Cc1cc(=O)oc(C)c1C(=O)OCC(=O)c1ccc(Br)cc1	/	/	23.8	88.8	65.0	6.9	78	-6.9	78
CC(C)(NO)/C(=N\O)c1ccccc1	0.2%	-10.9%	-5.7	89.6	95.3	-16.7	147	16.7	147

Results in MRP resist rev with doxorubicin, IL1B NFkB pot and IL1B NFkB inh, for some of the entries so far:
smiles	MRP resist rev with doxorubicin	IL1B NFkB pot	IL1B NFkB inh
Cc1cccc(/C=N\NC(=O)c2sccc2-n2cccc2)c1	/	18.9	-18.9
Cc1cccc(C)c1NC(=O)CSc1nc(-c2ccco2)cc(C(F)(F)F)n1	51.8	31.2	-31.2
C=CCOC(=O)Nc1c(C(=O)OC)[nH]c2ccccc12	78.0	4.3	-4.3

Additional structures:
SMILES	Bcl-B TR3 displacers	PLAP inhibition	MRP resist rev	MRP resist rev cytotoxicity	MRP resist rev with doxorubicin	IL1B NFkB inh	IL1B NFkB inh cell count 2 µM	IL1B NFkB pot	IL1B NFkB pot cell count 2 µM
CCCc1nc(SCC(=O)c2ccccc2)c2c(=O)n(C)c(=O)n(C)c2n1	2.0%	-35.0%	23.6	84.2	60.6	10.8	180	-10.8	180
CCOC(=O)c1c(NCC(C)C)c2ccccc2[nH]c1=O	-1.1%	16.3%	2.7	93.8	91.1	-25.0	192	25.0	192
COCCCNC(=O)c1cccs1	-6.1%	-0.9%	13.0	94.8	81.8	-6.5	157	6.5	157
CC(C)NC(=O)Cn1c(=O)c2c(ncn2Cc2ccccc2)n(Cc2ccccc2)c1=O	3.1%	22.8%	/	/	/	8.6	162	-8.6	162
CCCCN(C)C(=O)c1cn(CC)c2nc(C)ccc2c1=O	-0.4%	-0.8%	9.1	88.7	79.6	6.1	161	-6.1	161
CC1OC(Nc2cccc3ccccc23)C(O)C(O)C1O (stereo not given)	-7.4%	13.9%	-26.6	47.8	74.4	8.4	78	-8.4	78
CS(=O)(=O)N1CCC(c2noc(-c3ccc(C(F)(F)F)cc3)n2)CC1	-9.8%	-2.7%	9.2	104.4	95.2	/	/	/	/
Cc1ccc(S(=O)(=O)N/N=C/C(C)(C)CO)cc1	-8.9%	7.5%	/	/	/	-9.1	120	9.1	120
CC(C)C(=O)N1CCN(c2ccc(NC(=O)c3ccc4c(c3)OCCO4)cc2Cl)CC1	-12.9%	0.5%	-3.7	6.2	9.9	-14.1	195	14.1	195
CN(C)c1ccc(/C=[N+](\[O-])C(C)(C)/C=N/O)cc1	-2.1%	5.6%	-63.6	29.8	93.5	11.4	91	-11.3	91
FC(F)(F)c1cccc(N2CCN(C(=S)NC3CCCC3)CC2)c1	-4.9%	15.6%	/	/	/	-0.6	125	0.6	125
O=C(Cn1ccc2ccccc2c1=O)N1CCN(Cc2ccc3c(c2)OCO3)CC1	-17.3%	-13.9%	16.2	86.9	70.7	4.0	125	-4.0	125
Cc1nn2cc(-c3ccccc3)nc2s1	2.1%	19.4%	15.2	89.0	73.8	-14.4	151	14.4	151
CC12CCCCN1CCCc1c2[nH]c2ccccc12 (stereo not given)	11.1%	18.1%	-7.3	84.9	92.2	-12.6	135	12.6	135
COc1cccc(NC(=O)CSc2nccn2-c2cccc(OC)c2)c1	3.2%	9.3%	19.4	89.6	70.3	6.1	126	-6.0	126
Cc1c(C(=O)N2CCCCC2)sc(N)c1C#N	14.6%	12.1%	0.9	91.1	90.2	/	/	/	/
N#CCC(=O)NN=C1CCCCCCCCCCC1	-1.0%	-11.1%	/	/	/	-6.8	155	6.8	155
Cc1ccc(/C(O)=C2/C(=O)C(=O)N(Cc3cccnc3)C2c2ccccn2)cc1 (stereo not given)	-10.2%	13.9%	-3.2	100.1	103.3	-7.1	139	7.1	139
COc1ccc(N2CCN(C(=O)CSc3ncccc3-c3nc4ccccc4[nH]3)CC2)cc1	22.2%	-16.4%	2.5	74.1	71.5	3.9	102	-3.9	102
O=C(CCNS(=O)(=O)c1ccc(Br)s1)N1CCCCC1	-0.2%	-4.9%	-7.6	88.0	95.6	2.6	179	-2.6	179
CCOC(=O)C1CCCN(C(=O)Cc2ccc(Cl)cc2)C1 (stereo not given)	14.8%	4.7%	-8.5	75.9	84.4	-3.4	159	3.4	159
Cc1nnc(SCC(=O)N2CCN(S(=O)(=O)c3ccc(Cl)cc3)CC2)n(N)c1=O	2.3%	-85.3%	13.5	97.3	83.8	2.1	142	-2.1	142
CC(=O)NCCc1ccc(S(=O)(=O)N2CCCC2)cc1	-7.2%	6.7%	0.7	94.8	94.2	-10.0	132	10.0	132
CCOC(=O)CN1C(=O)C(Sc2n[nH]c(-c3cccc(C)c3)n2)CCc2ccccc21 (stereo not given)	-5.5%	-44.6%	/	/	/	/	/	/	/
Cc1c(/C(O)=C2\C(=O)C(=O)N(CCN(C)C)C2c2cccnc2)cnn1-c1ccccc1 (stereo not given)	-3.1%	-9.5%	-2.7	96.5	99.3	-16.9	131	16.9	131
CS(=O)(=O)N1CCCC(C(=O)NC2CCCCCCC2)C1 (stereo not given)	0.0%	6.8%	1.2	92.7	91.5	/	/	/	/
O=C(CCSc1ccc(Cl)cc1)N1CCN(c2ncccn2)CC1	-11.9%	-37.8%	4.6	101.5	96.9	3.3	115	-3.3	115
C=C(C)COc1ccc(-c2nc(N)ncc2Oc2ccccc2OCC)c(O)c1	-12.5%	15.1%	-15.5	75.1	90.6	3.9	148	-3.9	148
C=CCNC(=O)c1ccc(N(CC=C)S(C)(=O)=O)cc1	/	/	-33.3	46.4	79.7	-15.8	130	15.8	130
CCOC(=O)CSc1cc(=O)n(C)c2cc(Cl)ccc12	0.0%	0.7%	-0.1	97.3	97.4	-3.3	80	3.3	80

Not all compounds are listed; count on the stated rates, not on these rows.
